HP1b chromo inh = inhibitors of HP1-beta chromodomain binding to methylated histone tails; P83916; AID 540317; hit rate 0.56% among 390,000; Potency, µM (titrated, usually from 114 µM), without a hit: at the top dose activity change, negative = inhibition, hits mostly inhibitors; AlphaScreen HP1-beta / biotin-H3K9me3 peptide binding; note: potency is the fitted concentration of half-maximal effect; nearly all actives have a fitted effect of over 70% in size; inactives centre near 23
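AlphaScreen: HP1-beta (50 nM) preformed 30 min with biotin-H3(1-18)K9me3 peptide (50 nM) in PBS pH 7.4, 0.01% Tween-20. Compound added for 30 min at RT, then streptavidin donor/nickel chelate acceptor beads (10 ug/mL) for 30 min.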
GLS inhibitor = inhibitors of human glutaminase (GLS); hit rate 0.21% among 410,000; GLS enzymatic activity, qHTS titration; Potency, µM (highest dose often 45.5 µM), without a hit: at the highest dose activity change, negative = inhibition, usual class: inhibitors; note: potency is the fitted concentration of half-maximal effect; % is set by controls: 0 for no effect and ±100 for the full control effect
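Read-out is an Amplex red fluorescence increase coupled through glutamate oxidase and HRP, measured before and after 30 min room-temperature incubation. hKGA is in 45 mM KH2PO4 (pH 8.2) with 0.02% Tween-20; glutamine added as 1mM solution.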
Pin1 inh = human Pin1 inhibition; Pin1 FP peptide displacement, HiFluor488, 10 min; Potency, µM (titrated, usually from 115 µM), inactives show at the highest dose activity, negative = inhibition, usual class: inhibitors; hit rate 0.009% among 390,000; AID 504891; active = well fitted inhibition curve with a large enough effect in the polarisation, with a control signal flat, not every such curve was filed as active; inconclusive = small, poorly fitted or top-dose-only effect, or effect the other way, or a change in a side signal; inactive = no such curve, though single readings can be large or run the other way; the % refers to the polarisation; note: potency is the fitted concentration of half-maximal effect; % is set by controls: 0 for no effect and ±100 for the full control effect
G9a inh = inhibitors of human histone lysine methyltransferase G9a. Q96KQ7. G9a H3K9 monomethylation, AlphaScreen, 2 h. Potency, µM (series often up to 102 µM), for the others: at the top dose activity, negative = inhibition, usual class: inhibitors. hit rate 8.8% among 350,000. AID 504332; note: potency is the fitted concentration of half-maximal effect; % is set by controls: 0 for no effect and ±100 for the full control effect; nearly all actives have a fitted effect of over 75% in size
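AlphaScreen read-out: biotin-H3K9 peptide (500 nM) methylation by 20 nM enzyme with 20 uM SAM, 2 h at room temperature after 15 min compound preincubation; anti-monomethyl H3K9 antibody plus donor/acceptor beads, 10 min dark.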
JMJD2A Tudor inh = blocks the human JMJD2A Tudor domain | O75164 | AlphaScreen JMJD2A-Tudor / H3K4me3 peptide binding | Potency, µM (series often up to 114 µM), without a hit: at the highest dose activity change, negative = inhibition, usual class: inhibitors | hit rate 4.4% among 390,000 | AID 504339; note: potency is the fitted concentration of half-maximal effect; % is set by controls: 0 for no effect and ±100 for the full control effect; nearly all actives have a fitted effect of over 50% in size
Target sequence (O75164 whole entry, looked up, the tested form may be a part): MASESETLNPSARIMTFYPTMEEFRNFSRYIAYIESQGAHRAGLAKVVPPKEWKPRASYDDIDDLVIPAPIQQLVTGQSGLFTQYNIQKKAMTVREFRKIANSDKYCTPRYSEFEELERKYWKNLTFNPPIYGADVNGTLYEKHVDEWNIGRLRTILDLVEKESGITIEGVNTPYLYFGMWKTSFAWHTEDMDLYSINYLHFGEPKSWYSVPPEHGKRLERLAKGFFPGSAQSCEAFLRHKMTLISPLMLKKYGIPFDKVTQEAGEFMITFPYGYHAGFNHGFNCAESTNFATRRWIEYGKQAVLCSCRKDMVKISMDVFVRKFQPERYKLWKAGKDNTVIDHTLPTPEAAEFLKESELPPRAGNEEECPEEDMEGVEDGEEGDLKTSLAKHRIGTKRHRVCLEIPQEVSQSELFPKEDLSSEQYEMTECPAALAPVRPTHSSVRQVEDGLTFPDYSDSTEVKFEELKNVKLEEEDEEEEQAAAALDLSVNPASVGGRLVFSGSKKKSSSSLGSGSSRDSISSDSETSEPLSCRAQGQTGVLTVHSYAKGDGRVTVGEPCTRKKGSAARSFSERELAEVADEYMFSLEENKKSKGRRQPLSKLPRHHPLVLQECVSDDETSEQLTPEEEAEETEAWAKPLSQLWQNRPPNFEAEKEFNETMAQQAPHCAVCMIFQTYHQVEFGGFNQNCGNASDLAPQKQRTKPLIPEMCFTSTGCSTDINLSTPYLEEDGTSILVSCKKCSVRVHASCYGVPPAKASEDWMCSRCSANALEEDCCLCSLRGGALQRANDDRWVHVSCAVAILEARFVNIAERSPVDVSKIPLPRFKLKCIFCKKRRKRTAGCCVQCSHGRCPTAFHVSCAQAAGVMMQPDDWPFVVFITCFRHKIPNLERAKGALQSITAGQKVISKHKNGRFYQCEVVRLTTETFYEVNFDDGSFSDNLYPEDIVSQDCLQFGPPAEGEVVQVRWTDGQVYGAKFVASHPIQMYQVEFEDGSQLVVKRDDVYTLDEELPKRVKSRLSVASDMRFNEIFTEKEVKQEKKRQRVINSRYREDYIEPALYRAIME
Pol eta inh = blocks human DNA polymerase eta activity. recombinant Pol eta, fluorescent DNA replication assay. hit rate 1.2% among 390,000. Potency, µM (top dose mostly 114 µM), without a hit: at the top dose activity change, negative = inhibition, hits mostly inhibitors. AID 588591; note: potency is the fitted concentration of half-maximal effect; % is set by controls: 0 for no effect and ±100 for the full control effect
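Pol eta (10 nM) was preincubated with compounds for 15 min at room temperature, after which fluorescent replication substrate (50 nM final) was added to start the reaction. Fluorescence was read kinetically at 0 and 10 min.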
PI4K2A block = PI4K2A (human) kinase inhibition. purified PI4K2A, ADP-Glo luminescence, 1 h; hits give low values. activity change, negative = inhibition, % at 76.9 µM. hit rate 0.13% among 420,000. AID 1346378; in the data active = activity change below about -50%; inconclusive = mostly about -30% to -49%;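 note: -100% = wells without enzyme as full effect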
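ADP-Glo luminescence measured ADP generated by PI4K2A enzyme (4 ug/mL before mixing) with 1.2 mM PI substrate (pre-mix) and 300 microM ATP (pre-mix). Tris pH7.5 buffer with MgCl2, Triton X-100; 1 h reaction at ambient temperature.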
BAZ2B inh = blocks human BAZ2B. AID 504333. Potency, µM (series often up to 114 µM), inactives show at the top dose activity change, negative = inhibition, actives largely listed as inhibitors. AlphaScreen BAZ2B-H3K14Ac peptide displacement. hit rate 4.4% among 360,000; note: potency is the fitted concentration of half-maximal effect; % is set by controls: 0 for no effect and ±100 for the full control effect; nearly all actives have a fitted effect of over 60% in size
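Inhibition is scored as reduced AlphaScreen emission. The BAZ2B/b-H3(5-23)K14Ac complex (50 nM each) in PBS pH 7.4, 0.01% Tween-20 meets compound (up to 110 uM) for 30 min at RT before bead addition.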
PGK inhibitor = T. brucei PGK inhibition; PGK/GAPDH coupled, Kinase-Glo luminescence, 60 min; Potency, µM (doses to about 57.5 µM), without a hit: top-dose activity change, negative = inhibition, hits mostly inhibitors; hit rate 0.043% among 380,000; AID 602233; note: potency is the fitted concentration of half-maximal effect; % is set by controls: 0 for no effect and ±100 for the full control effect; nearly all actives have a fitted effect of over 60% in size
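Luminescent ATP detection (Kinase-Glo Plus) follows a 60-minute room-temperature incubation, with wells lacking PGK as controls. Buffer: 100 mM TEA (pH 7.6), 5 mM MgCl2, 0.01% Tween-20. Coupling enzyme GAPDH (100 nM final) supplies unstable 1,3-BPG in-well.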
* = called active by the depositor; i = inactive; ? = inconclusive; . = no result given; & = joins results of further samples; [ ] = remark or other dose. Unless noted, calls come from the whole dose curve; as a rule, active = well fitted curve in the direction sought with a large enough effect; inconclusive = small, poorly fitted or top-dose-only effect, or another doubt; inactive = no such curve, though single readings can be large; an effect the other way counts as inactive or inconclusive. Some of the compounds tested; the hit share may differ from the screen's.

SMILES	HP1b chromo inh	G9a inh	PI4K2A block	JMJD2A Tudor inh	GLS inhibitor	PGK inhibitor	Pol eta inh	BAZ2B inh	Pin1 inh
CCCCn1nc2cc(C(=O)N[C@H](C)C3CCCCC3)ccc2c1OCC	20%	17%[59 µM]	-1	-9%	?	i	-2%	10%	6%
COC(C[C@H](O)C[C@H](O)COCc1ccccc1)OC	55%[activator]	43%[59 µM]	1	-7%	1%	0%	-10%	1%	0%
CCN1CCN(c2ccc(N3CCN(S(=O)(=O)c4cc([N+](=O)[O-])ccc4C)CC3)nn2)CC1	-4%	19%[0.501 µM]	15	-25%	10%	-13%	4%	-1%	-5%
CSc1ccc(CCNC(=O)CN2C(=O)c3cccnc3Oc3ccc(C)cc32)cc1	2%&-8%	-34%	-5&3	?	-3%&0%	-8%&-2%	-14%&-2%	?	-1%&1%
O=C(O)c1ccc(S(=O)(=O)c2ccc3c(c2)C(=O)N(NC(=O)c2ccc(O)cc2)C3=O)cc1	46%[activator]	-47%	-2	-11%[11.4 µM]	1%	7%	-4%	?	-5%
Cc1cccc(N(C(=O)CCC(=O)Nc2cccnc2)C(C(=O)NC2CCCC2)c2ccncc2)c1 (stereo not given)	46%[activator]	?	5	3%	7%	7%	-4%	21%	-3%
CC(C)(C)c1cc(C(=O)NCc2cccnc2)ccn1	13%	18%[0.501 µM]	-13	-26%	3%	3%	-1%	4%	1%
O=C(CCNC(=O)c1ccco1)NCc1ccccc1	37%	8%	-11	-13%	7%	-5%	-12%	5%	5%
Nc1nc(SCC(=O)Nc2ccc(Cl)cc2)[nH]c(=O)c1-c1ccccc1	6%	-44%	-7	5%	1%	10%	-15%	7%	6%
COc1ccccc1NS(=O)(=O)c1cccc(C(=O)N/N=C/c2ccc(N3CCOCC3)cc2)c1	10%	-4%[59 µM]	2	-24%	23%	-2%	-10%	-4%	29%

Some of these compounds in order of the G9a inh value, largest number first:
canonical_smiles | HP1b chromo inh | G9a inh | PI4K2A block | JMJD2A Tudor inh | GLS inhibitor | PGK inhibitor | Pol eta inh | BAZ2B inh | Pin1 inh
O=C(CCNC(=O)c1ccco1)NCc1ccccc1 | 37% | 8% | -11 | -13% | 7% | -5% | -12% | 5% | 5%
CSc1ccc(CCNC(=O)CN2C(=O)c3cccnc3Oc3ccc(C)cc32)cc1 | 2%&-8% | -34% | -5&3 | ? | -3%&0% | -8%&-2% | -14%&-2% | ? | -1%&1%
Nc1nc(SCC(=O)Nc2ccc(Cl)cc2)[nH]c(=O)c1-c1ccccc1 | 6% | -44% | -7 | 5% | 1% | 10% | -15% | 7% | 6%

New compounds follow:
SMILES	HP1b chromo inh	G9a inh	PI4K2A block	JMJD2A Tudor inh	GLS inhibitor	PGK inhibitor	Pol eta inh	BAZ2B inh	Pin1 inh
CN(c1ccccc1C(=O)Nc1ccc2c(c1)OCO2)S(C)(=O)=O	5%	?	-6	-3%	0%	i	-6%	5%	-17%
CC(=O)c1c(N)[nH]c(-c2ccccc2)nc1=S	29%	14%[12.7 µM]	-11	-16%	0%	3%	-17%	-29%	70%[activator]
CCc1nnc(NS(=O)(=O)c2ccc(NC(=O)c3ccccc3C)cc2)s1	29%	-49%	1	-10%	9%	i	-5%	.	1%
S=C(NCc1ccccc1)Nc1cccc(Cl)c1	54%	30%[59 µM]	4	13%	-1%	-5%	-6%	1%	?
O=C(CSc1nc(=O)n(CCCN2CCOCC2)c2c1CCCC2)Nc1ccc(F)c(F)c1	32%	-25%	0	-2%	-1%	3%	-23%	-1%	-3%
O=C(c1cncc(Br)c1)N1CCN(c2ccc([N+](=O)[O-])cc2)CC1	?	-30%[59 µM]	0	-14%	7%	-1%	-6%	4%	3%
O=C(CCCl)N1CCN(c2nc(-c3ccccc3)cs2)CC1	2%	?	0	-21%	5%	4%	-6%	-33%	5%
COc1ccc(/C=C(/NC(=O)c2ccc(OC)c(OC)c2)C(=O)NCCc2c[nH]c3ccccc23)cc1	4%	-31%[59 µM]	-3	-27%	-7%	i	-19%	-1%	14%
CC(=C/c1ccccc1)/C=N/NC(=O)CSc1nc(C)cc(C)n1	37%	10%[59 µM]	1	-16%	-2%	-3%	11%	-7%	?
O=C(O)c1ccc(NS(=O)(=O)c2ccc(Cl)c(C(=O)Nc3ccccc3[N+](=O)[O-])c2)cc1	5%	8%	3	-8%	9%	0%	-5%	4%	-10%
CNC(=O)COC(=O)c1cc2c(C)nn(-c3ccc(F)cc3)c2s1	14%	22%[12.7 µM]	-7	-9%	-5%	i	-1%	0%	-1%
CCNC(=O)C(=O)Nc1ccc([N+](=O)[O-])cc1	-3%	-19%	0	-4%	0%	3%	-5%	0%	0%
COC(=O)C1=C(C(=O)OC)[C@@H]2Nc3ccccc3[C@@]23C[C@@H](C(=O)OC)N(C(=O)c2ccc(Br)cc2)C3=N1	29%	13%[59 µM]	0	-35%	18%	1%	-17%	-27%	-3%
COc1cc(CNC(C)(C)CO)cc(Br)c1OCc1ccc(Cl)cc1	20%	10%	-3	-14%	1%	-3%	-20%	-1%	1%
Cc1cc(C)cc(CC2CC(=O)N(c3nc(C)cc(C)n3)C2=O)c1 (stereo not given)	52%[activator]	12%[59 µM]	2	-6%	1%	2%	-18%	1%	4%
O=C(CN1C(=O)NC2(CCCCC2)C1=O)Nc1ccc(N2CCCCC2)cc1	-23%	.	-5	-34%	22%	11%	-10%	.	2%
N#Cc1ccccc1C[C@H](N)C(=O)NC[C@H]1O[C@@H](n2ccc(N)nc2=O)[C@H](O)[C@@H]1O	.	.	7	.	2%	i	-6%	.	.
O=C1CSC(c2cccc([N+](=O)[O-])c2)N1Cc1ccccc1 (stereo not given)	24%	4%[59 µM]	-1	-27%	1%	i	-19%	?	6%
COc1cc(NC(=O)C/C(C)=N/NC(=O)C(OC)c2ccccc2)c(OC)cc1Cl (stereo not given)	25%	18%	5	-16%	2%	-9%	-4%	-28%	-6%
CC1CCc2c(sc(NC(=O)Cc3ccccc3)c2C(=O)Nc2ccc(Cl)cc2)C1 (stereo not given)	43%[activator]	-1%[59 µM]	-1	-10%	-3%	i	-16%	3%	2%

3 structures already listed, ordered by heavy-atom count, ascending:
SMILES	HP1b chromo inh	G9a inh	PI4K2A block	JMJD2A Tudor inh	GLS inhibitor	PGK inhibitor	Pol eta inh	BAZ2B inh	Pin1 inh
CNC(=O)COC(=O)c1cc2c(C)nn(-c3ccc(F)cc3)c2s1	14%	22%[12.7 µM]	-7	-9%	-5%	i	-1%	0%	-1%
COc1cc(NC(=O)C/C(C)=N/NC(=O)C(OC)c2ccccc2)c(OC)cc1Cl (stereo not given)	25%	18%	5	-16%	2%	-9%	-4%	-28%	-6%
COC(=O)C1=C(C(=O)OC)[C@@H]2Nc3ccccc3[C@@]23C[C@@H](C(=O)OC)N(C(=O)c2ccc(Br)cc2)C3=N1	29%	13%[59 µM]	0	-35%	18%	1%	-17%	-27%	-3%

Next section.
SMILES	HP1b chromo inh	G9a inh	PI4K2A block	JMJD2A Tudor inh	GLS inhibitor	PGK inhibitor	Pol eta inh	BAZ2B inh	Pin1 inh
CCOC(=O)C1CCN(c2ncnc3c2cnn3-c2ccc(Cl)cc2)CC1	60%[activator]	-4%	-2	31%	15%	0%	-8%	-3%	6%
CC(C)c1ccc(NC(=O)CSC2=Nc3ccccc3C3=NC(CC(=O)NCCc4ccccc4)C(=O)N23)cc1 (stereo not given)	26%	7%[59 µM]	-2	-22%	1%	0%	-10%	-19%	40%[activator]
O=C(CSc1nc2ccccc2c(=O)n1CCCO)NC1CC1	41%[activator]	-11%[2.33 µM]	0	-10%	3%	4%	-17%	2%	-11%
CNc1ccn(C2CCCO2)c(=O)n1 (stereo not given)	18%	23%	-2	11%	2%	-11%	-16%	-4%	-1%
CC1CCN(C(=O)C(C)Sc2nc(-c3ccccc3)cc(C(F)(F)F)n2)CC1 (stereo not given)	127%&139%[activator]	33%[59 µM]	-11&12	22%&21%	7%&-9%	-4%&-1%	-18%&-19%	15%&25%	0%&8%
COCCOCC(O)CN1CCN(c2ccc(C)cc2)CC1 (stereo not given)	-38%	4.5µM*	5	?	30%[activator]	-3%	0%	.	-13%
O=C(OC1CCc2ccccc2C1=O)c1ccccc1O (stereo not given)	62%[activator]	1%[12.7 µM]	2	-5%[11.4 µM]	-12%	0%	-25%	51%[activator]	1%
CCC(CC)C(=O)Nc1c(C)n(C)n(-c2ccccc2)c1=O	25%	-4%	2	3%	-2%	-4%	10%	10%	3%
Cc1ccc(NC(=S)N/N=C/c2ccc(OCCC(C)C)cc2)c(C)c1	6%	-2%[59 µM]	2	-28%	13%	-5%	-13%	-5%	-5%
COc1ccc(NC(=O)NCCN2C(=O)C3C4C=CC(C4)C3C2=O)cc1 (stereo not given)	63%[activator]	-11%	-2	-2%	1%	7%	-28%	10%	-3%
COc1ccc(N=c2oc3cc(O)ccc3cc2C(=O)NCC2CCCO2)cc1 (stereo not given)	18%	5%	-4	-20%	-3%	-10%	-6%	-1%	-4%
Cc1noc(C)c1COc1ccc(C(=O)OCC(=O)NC2CCCCC2C)cc1 (stereo not given)	20%	18%	-7	14%	-1%	-7%	-9%	-4%	4%
